KCNQ2 inh: KCNQ2 potassium channel inhibitors, primary screen, cell-based, CHO-K1, FluxOR thallium flux, B-score (AID 2156); 20 min; stronger effect = lower value; B-score at 10 µM; 1.1% of 310,000 active; Potassium voltage-gated channel subfamily KQT member 2 (Rattus norvegicus), O88943;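 active = fluorescence ratio B-score at most minus 3 library SDs, with starting brightness B-score within 2 library SDs, cut at about -5.5 in these data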
Target sequence (O88943 whole entry, looked up): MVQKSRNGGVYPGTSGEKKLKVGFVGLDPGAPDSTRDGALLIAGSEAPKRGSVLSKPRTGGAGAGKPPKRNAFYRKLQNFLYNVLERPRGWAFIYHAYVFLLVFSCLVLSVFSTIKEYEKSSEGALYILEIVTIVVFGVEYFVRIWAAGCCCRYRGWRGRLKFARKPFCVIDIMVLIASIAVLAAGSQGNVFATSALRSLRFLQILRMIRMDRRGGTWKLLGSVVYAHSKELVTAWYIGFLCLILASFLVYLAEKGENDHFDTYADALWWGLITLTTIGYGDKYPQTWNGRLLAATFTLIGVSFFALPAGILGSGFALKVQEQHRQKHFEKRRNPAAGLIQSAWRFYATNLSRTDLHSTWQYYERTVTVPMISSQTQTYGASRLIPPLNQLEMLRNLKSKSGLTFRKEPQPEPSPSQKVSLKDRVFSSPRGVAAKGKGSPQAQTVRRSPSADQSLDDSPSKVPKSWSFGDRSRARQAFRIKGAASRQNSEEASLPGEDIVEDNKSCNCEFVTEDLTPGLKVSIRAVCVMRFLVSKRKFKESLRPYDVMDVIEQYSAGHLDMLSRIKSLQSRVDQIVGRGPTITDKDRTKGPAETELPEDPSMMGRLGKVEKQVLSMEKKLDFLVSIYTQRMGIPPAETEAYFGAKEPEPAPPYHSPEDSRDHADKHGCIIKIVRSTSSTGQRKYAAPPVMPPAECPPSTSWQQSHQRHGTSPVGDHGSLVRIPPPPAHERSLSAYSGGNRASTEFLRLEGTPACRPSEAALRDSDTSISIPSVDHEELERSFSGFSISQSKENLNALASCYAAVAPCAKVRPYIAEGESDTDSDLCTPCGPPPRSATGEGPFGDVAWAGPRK
Kir21 block: inhibitors of mouse Kir2.1 inward-rectifier potassium channel; HEK293-Kir2.1, FluxOR thallium flux fluorescence; stronger effect = lower value; B-score at 10 µM; 0.85% of 310,000 active; Inward rectifier potassium channel 2 (Mus musculus), P35561;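 active = fluorescence ratio B-score at or below minus 3 SD of library scores, with starting-brightness B-score within 2 SD, cut at about -4.2 in these data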;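 note: channel flux triggered by added potassium and thallium sulfate stimulus; B-score of peak minus minimum fluorescence over baseline after thallium stimulus; more negative B-score means stronger Kir2.1 block with less thallium influx; some compounds called inactive have numbers as strong as hits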
Starred values were filed as active, the others as inactive.

How did CCOc1ccc(NC(=O)CN(C)C(=O)c2ccc(C)c(S(=O)(=O)N3CCCCC3)c2)cc1OCC do in these assays?
KCNQ2 inh: inactive; Kir21 block: 0.06

What do the screens show for `CCCCNC(=S)N(CCCO)Cc1cc2cc3c(cc2[nH]c1=O)OCCO3`?
KCNQ2 inh: inactive; Kir21 block: 0.67

How did Cn1cccc1/C=N/NC(=O)CNc1ccc2ccccc2c1 do in these assays?
KCNQ2 inh: inactive; Kir21 block: -0.7

What do the screens show for `CC(=O)c1ccc(OCc2cc(C(=O)NC(C)c3cnn(C)c3)no2)cc1` (stereo not given)?
KCNQ2 inh: inactive; Kir21 block: -0.93

How did O=C(Nc1ccnn1C1CCN(CCCC2CCCC2)CC1)c1ccccc1 do in these assays?
KCNQ2 inh: inactive; Kir21 block: -0.11

Results for Nc1nc2nonc2nc1N1CCCCC1 ?
KCNQ2 inh: inactive; Kir21 block: -0.54

Results for CC(C)CC(=O)NC(NC(=O)CC(C)C)c1cccc([N+](=O)[O-])c1 ?
KCNQ2 inh: inactive; Kir21 block: 1.49

What do the screens show for `COc1cccc(NC(=O)Cn2c3ccc(OC)cc3c3nc4n(c(=O)c32)CCS4)c1`?
KCNQ2 inh: inactive; Kir21 block: -1.09

How did COc1ccc2nc(C)cc(NCc3cccc(C(F)(F)F)c3)c2c1 do in these assays?
KCNQ2 inh: inactive; Kir21 block: 1.23

What do the screens show for `CCc1ccc(C(=O)NN(C(=O)c2ccc(CC)cc2)C(C)(C)C)cc1`?
KCNQ2 inh: inactive; Kir21 block: 2.03

How did S=C(NCCc1ccccc1)N/N=C/c1cccc(Cl)c1Cl do in these assays?
KCNQ2 inh: inactive; Kir21 block: -3.04

What do the screens show for `COc1ccc(C(=O)N(C)Cc2ccon2)cc1OC1CCN(C(C)C)CC1`?
KCNQ2 inh: inactive; Kir21 block: -0.45

How did Cc1ccc(NC(=O)c2sc(=S)n(-c3cc(C)ccc3F)c2N)cc1 do in these assays?
KCNQ2 inh: inactive; Kir21 block: 0.8

What do the screens show for `CC1CCC(NC(=O)C2c3ccccc3C(=O)N2Cc2cccs2)CC1` (stereo not given)?
KCNQ2 inh: inactive; Kir21 block: -2.6

Results for Cc1scc(C(=O)NNC(=S)NCC2CCCO2)c1-c1ccccc1 (stereo not given) ?
KCNQ2 inh: inactive; Kir21 block: 0.31

In the list so far, these have fluorine.
How did COc1ccc2nc(C)cc(NCc3cccc(C(F)(F)F)c3)c2c1 do in these assays?
KCNQ2 inh: inactive; Kir21 block: 1.23

How did Cc1ccc(NC(=O)c2sc(=S)n(-c3cc(C)ccc3F)c2N)cc1 do in these assays?
KCNQ2 inh: inactive; Kir21 block: 0.8

Remaining list, next part:
What do the screens show for `Cc1csc(NC(=O)c2cccc(Cn3nc(C)c(Br)c3C)c2)n1`?
KCNQ2 inh: inactive; Kir21 block: -0.05

Results for CCC(C)(C)n1nnnc1C(C(C)C)N(CCCO)Cc1cc2cc(C)ccc2[nH]c1=O (stereo not given) ?
KCNQ2 inh: inactive; Kir21 block: -1.45

How did O=C(O)Cc1c[nH]c2cccc(O)c12 do in these assays?
KCNQ2 inh: inactive; Kir21 block: -0.23

What do the screens show for `Cc1cc(C)cc(OCC(=O)Nc2cccc(-c3nc4ncccc4o3)c2)c1`?
KCNQ2 inh: inactive; Kir21 block: -0.4

Results for Cc1cc(Br)ccc1NC(=S)NCCc1ccccc1 ?
KCNQ2 inh: inactive; Kir21 block: -3.52

How did O=c1oc2ccccc2nc1/C=C(\O)c1ccccc1 do in these assays?
KCNQ2 inh: inactive; Kir21 block: 1.51

What do the screens show for `CCN1CCN(C(=O)C2CCN(S(=O)(=O)c3ccc4c(c3)NC(=O)C(C)S4)CC2)CC1` (stereo not given)?
KCNQ2 inh: inactive; Kir21 block: 0.83

How did O=C(NCCc1ccccc1)C1CC(=O)N(CCc2ccccc2)C1 (stereo not given) do in these assays?
KCNQ2 inh: inactive; Kir21 block: 0.86

What do the screens show for `CC(C)(C)OC(=O)N[C@@H](Cc1ccccc1)C(=O)N1CCC(C(=O)O)CC1`?
KCNQ2 inh: inactive; Kir21 block: 1.66

How did COc1cnn(-c2ccc(Br)cc2)c(=O)c1SCc1ccccc1 do in these assays?
KCNQ2 inh: inactive; Kir21 block: -1.82

How did CCOC(=O)c1c(C)[nH]c(C(=O)CSc2ccc(Cl)cc2)c1C do in these assays?
KCNQ2 inh: inactive; Kir21 block: -0.01

How did N#CC1=C(SCc2ccccc2)NC2=C(C(=O)CCC2)C1c1ccc2c(c1)OCO2 (stereo not given) do in these assays?
KCNQ2 inh: inactive; Kir21 block: -0.98

Results for O=C(CNC(=O)c1ccc(F)cc1)Nc1ccccc1C(F)(F)F ?
KCNQ2 inh: inactive; Kir21 block: -0.35

How did COc1cc(NC(=O)C/C(C)=N/NC(=O)c2cccs2)c(OC)cc1Cl do in these assays?
KCNQ2 inh: inactive; Kir21 block: 0.22

Results for COCCCNC(=O)/C(C#N)=C/c1ccc(OCC(=O)O)c(OC)c1 ?
KCNQ2 inh: inactive; Kir21 block: 0.44

Results for O=[N+]([O-])c1ccc(OCCCOc2cccc3cccnc23)cc1 ?
KCNQ2 inh: inactive; Kir21 block: 2.63

Results for O=C(N/N=C/c1cn(-c2cccs2)nc1-c1ccccc1)c1ccccc1Br ?
KCNQ2 inh: inactive; Kir21 block: 1.61

What do the screens show for `O=C(CCl)NN1C(=O)NC2(CCCCC2)C1=O`?
KCNQ2 inh: inactive; Kir21 block: 1.95

Results for Cc1cc(C(=O)NC2CCCCC2)c(C)o1 ?
KCNQ2 inh: inactive; Kir21 block: -0.39

How did O=C(NCc1ccccn1)Nc1ccc(Br)cc1 do in these assays?
KCNQ2 inh: inactive; Kir21 block: -0.07

How did Cc1nc2ccc(S(=O)(=O)NCC(=O)N3CCCC(C)C3)cc2s1 (stereo not given) do in these assays?
KCNQ2 inh: inactive; Kir21 block: 0.46

Results for COc1ccccc1CNC(=O)CN1C(=O)CSc2ccc(S(=O)(=O)N3CCCC3)cc21 ?
KCNQ2 inh: inactive; Kir21 block: -2.05

What do the screens show for `COc1ccc(NC(=O)/C(C#N)=C/c2ccc(Br)o2)cc1`?
KCNQ2 inh: inactive; Kir21 block: 1.46

What do the screens show for `CCC(Sc1nc2ccccc2c(=O)[nH]1)C(=O)O` (stereo not given)?
KCNQ2 inh: inactive; Kir21 block: -0.02

How did Cn1c(N2CCN(C(=O)NCc3ccccc3)CC2)nc2ccccc21 do in these assays?
KCNQ2 inh: inactive; Kir21 block: -0.14

Results for CCCCCCOc1ccc(N2C(=O)CC(SC(=NCC)NCC)C2=O)cc1 (stereo not given) ?
KCNQ2 inh: inactive; Kir21 block: 0.86

Results for O=C(/C=C/c1ccc2c(c1)OCO2)c1ccco1 ?
KCNQ2 inh: inactive; Kir21 block: -1.51

How did CCn1cc(-c2cc(C(=O)O)c3ccccc3n2)cn1 do in these assays?
KCNQ2 inh: inactive; Kir21 block: 1.1

How did CNC(=S)N(CCc1c(C)[nH]c2ccccc12)Cc1cc(OC)c(OC)c(OC)c1 do in these assays?
KCNQ2 inh: inactive; Kir21 block: -2.36

Results for Cc1cc(C(=O)CCC(=O)NCc2ccccc2F)c(C)s1 ?
KCNQ2 inh: inactive; Kir21 block: 0.72

Entries above containing a furan ring, fused or not, in the order listed:
Results for Cc1cc(C(=O)NC2CCCCC2)c(C)o1 ?
KCNQ2 inh: inactive; Kir21 block: -0.39

What do the screens show for `COc1ccc(NC(=O)/C(C#N)=C/c2ccc(Br)o2)cc1`?
KCNQ2 inh: inactive; Kir21 block: 1.46

Results for O=C(/C=C/c1ccc2c(c1)OCO2)c1ccco1 ?
KCNQ2 inh: inactive; Kir21 block: -1.51

The list continues:
Results for Cc1cc2cc(C)c(NCCNC(=O)c3ccccc3)nc2cc1C ?
KCNQ2 inh: inactive; Kir21 block: 1.95

How did Cc1cc(C)c(NS(=O)(=O)c2ccc(NC(=O)/C=C/C(=O)O)cc2)c(C)c1 do in these assays?
KCNQ2 inh: inactive; Kir21 block: 1.03

What do the screens show for `CCCCN(C)C(=O)c1nc2ccccn2c1CNCCCn1nnc2ccccc21`?
KCNQ2 inh: inactive; Kir21 block: 1.08

Results for CCOC(=O)N1CCN(S(=O)(=O)c2ccc(C)cc2)C1 ?
KCNQ2 inh: inactive; Kir21 block: -2.1

Results for C=C(C)C1CC=C(CN2CCC(O)CC2)CC1 (stereo not given) ?
KCNQ2 inh: inactive; Kir21 block: 1.23

How did CN(C)/C=N/C(=S)Nc1ccc(F)cc1 do in these assays?
KCNQ2 inh: inactive; Kir21 block: 0.25

Results for CCCOC(=O)c1ccc(Cl)c(NC(=O)c2ccc(-c3ccccc3)cc2)c1 ?
KCNQ2 inh: inactive; Kir21 block: -0.7

Results for CCc1cccc2c(C(=O)CSc3nncn3C)c[nH]c12 ?
KCNQ2 inh: inactive; Kir21 block: -0.32

How did N#C/C(=C/c1ccco1)c1nc2ccccc2s1 do in these assays?
KCNQ2 inh: inactive; Kir21 block: -0.57

How did OC(COc1ccccc1)Cn1c2ccccc2c2ccccc21 (stereo not given) do in these assays?
KCNQ2 inh: inactive; Kir21 block: 0.49

How did C=CCOC(=O)C1=C(C)N=c2s/c(=C3\C(=O)N(CC(=O)O)c4ccccc43)c(=O)n2C1c1ccc(OC)cc1 (stereo not given) do in these assays?
KCNQ2 inh: inactive; Kir21 block: -0.49

How did O=C(Cc1cccc2ccccc12)Nc1ccc2c(c1)C(=O)NC2=O do in these assays?
KCNQ2 inh: inactive; Kir21 block: 0.41

What do the screens show for `CC(C)Cn1c(CN(C)Cc2ccccc2)nc2c1c(=O)n(C)c(=O)n2C`?
KCNQ2 inh: inactive; Kir21 block: -0.76

What do the screens show for `O=C(CN(c1ccccc1)S(=O)(=O)c1ccccc1)NCCSc1ccccn1`?
KCNQ2 inh: inactive; Kir21 block: 0.78

How did CSc1sc(C(=O)NC(=O)NCc2ccncc2)c(C)c1-c1ccon1 do in these assays?
KCNQ2 inh: inactive; Kir21 block: 0.75

How did c1ccc(N2CCN(c3nc(-c4ccccn4)nc4ccccc34)CC2)cc1 do in these assays?
KCNQ2 inh: inactive; Kir21 block: 0.61

How did Cc1ccc(Cn2c(=N)n(CC(=O)c3ccccc3)c3ccccc32)cc1 do in these assays?
KCNQ2 inh: inactive; Kir21 block: -8.95*

What do the screens show for `NS(=O)(=O)c1ccc(CCNC(=O)CSc2nc3ccsc3c(=O)n2CCCCC(=O)O)cc1`?
KCNQ2 inh: inactive; Kir21 block: 0.07

What do the screens show for `COc1ccc(-n2c(Cc3cccn3C)nnc2SCC(=O)Nc2cccc(F)c2)cc1`?
KCNQ2 inh: inactive; Kir21 block: 1.26

Results for COc1ccc(NC(=O)c2sc3nc(C)nc(N4CCN(c5ccccn5)CC4)c3c2C)cc1Cl ?
KCNQ2 inh: inactive; Kir21 block: 0.54

How did O=C1CCCCC(=O)c2ccccc2N1 do in these assays?
KCNQ2 inh: inactive; Kir21 block: 0.97

What do the screens show for `Cc1cccc(Nc2ccncc2S(N)(=O)=O)c1`?
KCNQ2 inh: inactive; Kir21 block: 0.9

How did Cc1cc(C)c(S(=O)(=O)N2CCOC2CNC(=O)C(=O)NCc2cccnc2)c(C)c1 (stereo not given) do in these assays?
KCNQ2 inh: inactive; Kir21 block: -0.42

Results for COC(=O)c1ccc(C)c(-n2c(=O)n(Cc3ccccc3)c(=O)c3[nH]cnc32)c1 ?
KCNQ2 inh: inactive; Kir21 block: 0.9

What do the screens show for `OCc1nc2ccccc2n1CC(O)COc1ccccc1` (stereo not given)?
KCNQ2 inh: inactive; Kir21 block: -0.14

Results for CCOC(=O)N1CCN(C(=O)COc2cccc3c2CCN(Cc2ccc(F)cc2)C3=O)CC1 ?
KCNQ2 inh: inactive; Kir21 block: -0.76

Results for Cc1cccc(CN2CCC(Oc3ccc(C(=O)N4CCCCC4)cc3)CC2)c1 ?
KCNQ2 inh: inactive; Kir21 block: -4.15

Results for O=[N+]([O-])c1ccc2[nH]c(O)c(N=NC(=S)NCC3CCCO3)c2c1 (stereo not given) ?
KCNQ2 inh: inactive; Kir21 block: 0.02

How did O=C(CN1CCSc2ccccc21)NCCCc1ccccc1 do in these assays?
KCNQ2 inh: inactive; Kir21 block: -2.3

How did O=C(NC1CC2CCC(C1)N2C(=O)NCc1ccccc1)NC12CC3CC(CC(C3)C1)C2 (stereo not given) do in these assays?
KCNQ2 inh: inactive; Kir21 block: 0.85

Results for Cc1ccc(C)n1-n1cnc2sc3c(c2c1=O)CCC3 ?
KCNQ2 inh: inactive; Kir21 block: -0.5

Results for COc1ccc([C@@H]2[C@@H]3C(=O)N(C(C)(C)C)C(=O)[C@@H]3[C@]3(Cc4ccccc4)C(=O)N(c4cccc(Cl)c4)C(=O)N23)cc1 ?
KCNQ2 inh: inactive; Kir21 block: -0.35

Results for O=C(Cn1cnc2c(cnn2-c2ccc(F)cc2)c1=O)OCc1ccccc1 ?
KCNQ2 inh: inactive; Kir21 block: 3.48

Results for CCCc1c(C)[nH]c2ccc(NC(C)=O)cc2c1=O ?
KCNQ2 inh: inactive; Kir21 block: -0.49

What do the screens show for `O=C(C1=NN[C@@H]2C(=O)N(Cc3ccccc3)C(=O)[C@H]12)c1ccc(F)cc1`?
KCNQ2 inh: inactive; Kir21 block: -1.33

Among those listed so far, 2 have a CF3 group:
How did COc1ccc2nc(C)cc(NCc3cccc(C(F)(F)F)c3)c2c1 do in these assays?
KCNQ2 inh: inactive; Kir21 block: 1.23

Results for O=C(CNC(=O)c1ccc(F)cc1)Nc1ccccc1C(F)(F)F ?
KCNQ2 inh: inactive; Kir21 block: -0.35

Screening results deposited in PubChem BioAssay by Johns Hopkins Ion Channel Center.

Compounds were not picked by outcome, and some 1.9% of all compounds hit somewhere here.
